TMEM16A inh: inhibitors of mouse TMEM16A calcium-activated chloride channel. normalized B-score (activity score, 25-100; higher = stronger inhibition) at 10 µM. HEK293 TMEM16A/YFP iodide influx fluorescence, ionomycin. actives 1.2% (n = 310,000). Q8BHY3. AID 588511;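 active = ratio plate-corrected score three or more library SD toward inhibition, starting fluorescence score within five deviations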;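 note: score derived from kinetic fluorescence span divided by baseline fluorescence per well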
Target sequence (Q8BHY3 whole entry, looked up): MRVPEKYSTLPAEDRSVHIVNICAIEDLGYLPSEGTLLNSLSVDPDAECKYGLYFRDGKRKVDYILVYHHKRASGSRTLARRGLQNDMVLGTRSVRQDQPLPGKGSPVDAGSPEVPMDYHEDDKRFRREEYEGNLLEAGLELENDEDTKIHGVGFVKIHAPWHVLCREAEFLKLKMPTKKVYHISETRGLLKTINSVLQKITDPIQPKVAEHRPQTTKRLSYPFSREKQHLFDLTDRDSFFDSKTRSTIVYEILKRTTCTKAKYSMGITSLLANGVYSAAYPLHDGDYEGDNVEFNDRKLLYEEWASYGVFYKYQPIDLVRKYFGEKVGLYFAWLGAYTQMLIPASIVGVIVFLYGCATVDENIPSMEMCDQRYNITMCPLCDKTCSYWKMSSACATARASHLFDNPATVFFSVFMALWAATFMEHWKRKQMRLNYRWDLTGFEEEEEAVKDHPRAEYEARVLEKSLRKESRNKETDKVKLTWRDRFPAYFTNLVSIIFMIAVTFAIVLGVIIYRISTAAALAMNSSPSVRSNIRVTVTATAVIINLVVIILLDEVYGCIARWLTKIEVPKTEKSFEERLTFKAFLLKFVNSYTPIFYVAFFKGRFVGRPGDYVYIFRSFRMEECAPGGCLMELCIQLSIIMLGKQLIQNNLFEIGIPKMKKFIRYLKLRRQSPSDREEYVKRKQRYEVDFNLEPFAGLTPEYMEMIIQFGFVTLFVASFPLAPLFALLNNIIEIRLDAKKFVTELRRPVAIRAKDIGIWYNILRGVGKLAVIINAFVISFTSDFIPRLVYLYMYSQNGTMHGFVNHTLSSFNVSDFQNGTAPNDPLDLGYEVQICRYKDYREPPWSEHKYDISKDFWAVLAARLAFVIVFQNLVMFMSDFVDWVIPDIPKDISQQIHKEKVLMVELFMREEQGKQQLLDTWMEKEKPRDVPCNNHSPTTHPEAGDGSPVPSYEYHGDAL
MrgX1 agonist: agonists of human MrgX1 receptor. Q96LB2. MrgX1-HEK293 cells, Fluo-4 calcium fluorescence, agonist mode; hits give high values. B-score at 10 µM. actives 0.44% (n = 310,000);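 active = calcium response B-score plate-corrected fluorescence ratio at least 3 library SD, with starting fluorescence B-score inside 5 SD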
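times = overnight plating, then 30 min 37 °C plus 30 min room-temperature dye loading | assay system = stable human MrgX1 HEK293 cell line | input = fifteen thousand cells per well | signal = kinetic calcium dye fluorescence, Fluo-4 NW | dosing = compound delivered in addition one of three | read-out = B-scored fluorescence response ratio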
ANO1 activ: activators or potentiators of mouse TMEM16A chloride channel; Q8BHY3; HEK293 TMEM16A/YFP-H148Q/I152L, iodide quench fluorescence; hits give low values; B-score at 10 µM; actives 0.3% (n = 340,000);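 active = fluorescence-ratio B-score plate-corrected deviation score at least 3 library SD below zero, with starting fluorescence score within 5 deviations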;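 note: channel opened by trigger with iodide after compound preincubation; score built on the fluorescence ratio of max minus min over baseline; more negative score means more quench and so TMEM16A activation or potentiation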
MrgX1 PAM: human MrgX1 positive allosteric modulation, primary screen; MrgX1-HEK293, Fluo-4 calcium flux, FDSS; hits give high values; B-score at 10 µM; Q96LB2; AID 588675; actives 0.63% (n = 310,000);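 active = plate-corrected calcium response at least 3 library SD above typical, normal starting fluorescence, not activating the receptor alone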;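 note: compound read alongside a low EC10 to EC30 dose of BAM8-22 agonist; peak minus trough fluorescence over baseline measured at the second addition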
MrgX1 antag: human MrgX1 receptor antagonism, primary screen; B-score at 10 µM; actives 1.3% (n = 310,000); MRGX1-HEK293 calcium flux, Fluo-4, BAM8-22 antagonism; hits give low values;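 active = calcium-response B-score plate-corrected more than 3 library SD below zero, starting fluorescence within 5 deviations, no agonist response on first addition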;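 note: peak minus trough fluorescence over baseline after final BAM8-22 challenge near maximal dose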
* marks the source's active call; other numbers are inactive results; i = inactive; nt = no result given. Not all compounds are listed; count on the stated rates, not on these rows.

The opening 13 compounds, to show the layout:
SMILES | TMEM16A inh | MrgX1 agonist | ANO1 activ | MrgX1 PAM | MrgX1 antag
COC(=O)C1=C(c2ccc(C(C)=O)cc2)C[C@@H]2CC[C@H]1N2C(=O)NC1CC1 | nt | nt | i | nt | nt
COc1ccc2c3c1OC1C(=O)CC[C@@]4(O)[C@@H](C2)N(CC2CC2)CC[C@]314 (stereo partly drawn) | nt | nt | i | nt | nt
CC=C(C)C1(CCC)C(=O)NC(=S)NC1=O | nt | nt | i | nt | nt
CC1CC(C)OP(=O)(OCCC#N)O1 (stereo not drawn) | nt | nt | i | nt | nt
C[C@]12CCC3C(C[C@@H](O)[C@H]4C[C@@H](O)CC[C@]34C)C1CC[C@@H]2O (stereo partly drawn) | nt | nt | i | nt | nt
Cc1ccc([N+](=O)[O-])cc1 | nt | nt | i | nt | nt
CCOP(=S)(OCC)Oc1nc(Cl)c(Cl)cc1Cl | nt | nt | i | nt | nt
COc1cc(C2(C#N)CCN(C)CC2)cc(OC)c1OC | nt | nt | i | nt | nt
CCCCCC1(C(C)C)C(=O)NC(=S)NC1=O | nt | nt | i | nt | nt
COC(=O)C1=C(c2ccc(F)cc2OCc2ccccc2)C[C@@H]2CC[C@H]1N2C(=O)NCc1ccccc1OC | nt | nt | i | nt | nt
CCOC(=O)C1C(OC(=O)c2ccccc2)CC2CCC1N2C (stereo not drawn) | nt | nt | i | nt | nt
CC(=O)C1CCC2C3CC(O)C4CC(O)CCC4(C)C3CCC12C (stereo not drawn) | nt | nt | i | nt | nt
COC(=O)C1=C(c2cccc(OCc3ccccc3)c2)C[C@@H]2CC[C@H]1N2C(=O)NNCc1ccccc1 | nt | nt | i | nt | nt

This part in full, from the first entry:
SMILES | TMEM16A inh | MrgX1 agonist | ANO1 activ | MrgX1 PAM | MrgX1 antag
COC(=O)C1=C(c2ccc(C(C)=O)cc2)C[C@@H]2CC[C@H]1N2C(=O)NC1CC1 | nt | nt | i | nt | nt
COc1ccc2c3c1OC1C(=O)CC[C@@]4(O)[C@@H](C2)N(CC2CC2)CC[C@]314 (stereo partly drawn) | nt | nt | i | nt | nt
CC=C(C)C1(CCC)C(=O)NC(=S)NC1=O | nt | nt | i | nt | nt
CC1CC(C)OP(=O)(OCCC#N)O1 (stereo not drawn) | nt | nt | i | nt | nt
C[C@]12CCC3C(C[C@@H](O)[C@H]4C[C@@H](O)CC[C@]34C)C1CC[C@@H]2O (stereo partly drawn) | nt | nt | i | nt | nt
Cc1ccc([N+](=O)[O-])cc1 | nt | nt | i | nt | nt
CCOP(=S)(OCC)Oc1nc(Cl)c(Cl)cc1Cl | nt | nt | i | nt | nt
COc1cc(C2(C#N)CCN(C)CC2)cc(OC)c1OC | nt | nt | i | nt | nt
CCCCCC1(C(C)C)C(=O)NC(=S)NC1=O | nt | nt | i | nt | nt
COC(=O)C1=C(c2ccc(F)cc2OCc2ccccc2)C[C@@H]2CC[C@H]1N2C(=O)NCc1ccccc1OC | nt | nt | i | nt | nt
CCOC(=O)C1C(OC(=O)c2ccccc2)CC2CCC1N2C (stereo not drawn) | nt | nt | i | nt | nt
CC(=O)C1CCC2C3CC(O)C4CC(O)CCC4(C)C3CCC12C (stereo not drawn) | nt | nt | i | nt | nt
COC(=O)C1=C(c2cccc(OCc3ccccc3)c2)C[C@@H]2CC[C@H]1N2C(=O)NNCc1ccccc1 | nt | nt | i | nt | nt
NNCc1ccccc1 | nt | nt | i | nt | nt
CC12CCC(=O)C=C1CC(N1CC1)C1C2CCC2(C)C(O)CCC12 (stereo not drawn) | nt | nt | i | nt | nt
COC(=O)C1=C(c2cccc(OCc3ccccc3)c2)C[C@@H]2CC[C@H]1N2C(=O)NCCN1CCOCC1 | nt | nt | i | nt | nt
O=C1CC(=O)N(Cc2ccccc2)C(=O)N1Cc1ccccc1 | nt | nt | i | nt | nt
COC(=O)C1=C(c2ccc(F)cc2OCc2ccccc2)C[C@@H]2CC[C@H]1N2C(=O)NCCCc1ccccc1 | nt | nt | i | nt | nt
COc1ccc2nc3c(C)n(C)ccc-3c2c1 | nt | nt | i | nt | nt
COC(=O)C1=C(c2ccccc2OCc2ccccc2)C[C@@H]2CC[C@H]1N2C(=O)NCc1cccc(C(F)(F)F)c1 | nt | nt | i | nt | nt
C[C@@H]1C(=O)O[C@H]2[C@H](O)[C@]34[C@@H]5OC(=O)[C@]3(OC3OC(=O)[C@H](O)C34[C@H](C(C)(C)C)[C@@H]5O)[C@@]12O (stereo partly drawn) | nt | nt | i | nt | nt
COC1/C=C/C=C(\C)Cc2cc(O)c(Cl)c(c2)N(C)C(=O)CC(OC(=O)C(C)C)C2(C)OC2C(C)C2CC1(O)NC(=O)O2 (stereo not drawn) | nt | nt | -5* | nt | nt
CCC1CN1P(=O)(Oc1ccc(Cl)cc1)N1CC1CC (stereo not drawn) | nt | nt | i | nt | nt
COC(=O)C1=C(c2cccc(C#N)c2)C[C@@H]2CC[C@H]1N2C(=O)NCCCOC(C)C | nt | nt | i | nt | nt
C[C@]12CC[C@H](O)C[C@H]1CC[C@@H]1[C@@H]2CC[C@]2(C)C(=O)CC[C@@H]12 | nt | nt | i | nt | nt

Continued, starting with the last two of the part before.
SMILES | TMEM16A inh | MrgX1 agonist | ANO1 activ | MrgX1 PAM | MrgX1 antag
COC(=O)C1=C(c2cccc(C#N)c2)C[C@@H]2CC[C@H]1N2C(=O)NCCCOC(C)C | nt | nt | i | nt | nt
C[C@]12CC[C@H](O)C[C@H]1CC[C@@H]1[C@@H]2CC[C@]2(C)C(=O)CC[C@@H]12 | nt | nt | i | nt | nt
O=C1C=CC(=O)C2C1C1(Cl)C(Cl)=C(Cl)C2(Cl)C1(Cl)Cl (stereo not drawn) | nt | nt | i | nt | nt
O=P1(c2ccccc2)Nc2ccccc2N1c1ccccc1 (stereo not drawn) | nt | nt | i | nt | nt
C[C@]12CCC3C(CC[C@H]4C[C@@H](O)CC[C@]34C)C1C[C@@H](O)[C@H]2O (stereo partly drawn) | nt | nt | i | nt | nt
CC1(O)CCC2C3CCC4=CC(=O)CCC4=C3C=CC21C (stereo not drawn) | nt | nt | i | nt | nt
COC(=O)C1=C(c2cccc(OCc3ccccc3)c2)C[C@@H]2CC[C@H]1N2C(=O)NCc1ccc(C(C)(C)C)cc1 | nt | nt | i | nt | nt
CCc1ccc(OCC(=O)N2CCN(CC(=O)Nc3ccccc3Cl)CC2)cc1 | nt | nt | i | nt | nt
COc1ccc(CC(=O)C2C(=O)N(C)c3ccccc32)cc1OC (stereo not drawn) | nt | nt | i | nt | nt
Oc1ccc(Cl)cc1Cc1ccccc1 | nt | nt | i | nt | nt
COC(=O)C1=C(c2c(C)noc2C)C[C@@H]2CC[C@H]1N2C(=O)NC1CCCCC1 | nt | nt | i | nt | nt
CC12CCC(=O)C=C1C=CC1C2CCC2(C)C(O)CCC12 (stereo not drawn) | nt | nt | i | nt | nt
CC(C)(C)c1ccccc1O | nt | nt | i | nt | nt
Cc1ncc2n1-c1ccc(Cl)cc1C(c1ccccc1F)=NC2 | nt | nt | i | nt | nt
CN(C)c1ccc([N+](=O)[O-])c([N+](=O)[O-])c1 | nt | nt | i | nt | nt
c1cc2c(cc1C1OCC3C(c4ccc5c(c4)OCO5)OCC13)OCO2 (stereo not drawn) | nt | nt | i | nt | nt
COC(=O)C1=C(c2c(C)noc2C)C[C@@H]2CC[C@H]1N2C(=O)NC(C)C | nt | nt | i | nt | nt
COC(=O)C1=C(c2ccccc2OCc2ccccc2)C[C@@H]2CC[C@H]1N2C(=O)NCc1ccc(Br)cc1 | nt | nt | i | nt | nt
O=c1ccc2cc(O[C@@H]3O[C@H](CO)[C@@H](O)[C@H](O)[C@H]3O)c(O)cc2o1 | nt | nt | i | nt | nt
CCOC(=O)c1cnc(N2CC2)nc1N | nt | nt | i | nt | nt
C[C@]12CCC3C(CC[C@H]4C[C@H](O)CC[C@]34C)C1[C@@H](O)[C@@H](O)[C@@H]2O (stereo partly drawn) | nt | nt | i | nt | nt
C[C@]12CCC3C(CC[C@H]4C[C@H](O)CC[C@]34C)C1C[C@@H](O)[C@@H]2O (stereo partly drawn) | nt | nt | i | nt | nt
Nc1ccc2ccccc2c1 | nt | nt | i | nt | nt
CN(C)[C@@H]1C(=O)C(C(N)=O)=C(O)[C@@]2(O)C(=O)C3=C(O)c4c(O)ccc(Cl)c4[C@@](C)(O)C3C[C@@H]12 (stereo partly drawn) | nt | nt | i | nt | nt
O=C(c1ccccc1)C(Cc1ccccc1)N1CCOCC1 (stereo not drawn) | nt | nt | i | nt | nt
COC(=O)C1=C(c2ccc(Cl)c(C(F)(F)F)c2)C[C@@H]2CC[C@H]1N2C(=O)NC1CCCCC1 | nt | nt | i | nt | nt
COC(=O)C1=C(c2cc3ccccc3o2)C[C@@H]2CC[C@H]1N2C | nt | nt | i | nt | nt
Further records.
SMILES | TMEM16A inh | MrgX1 agonist | ANO1 activ | MrgX1 PAM | MrgX1 antag
COC(=O)C1=C(c2ccc(-c3ccccc3)c(F)c2)C[C@@H]2CC[C@H]1N2C(=O)NCCOc1ccccc1 | nt | nt | i | nt | nt
O=P(NC1CCCCC1)(Oc1ccccc1)Oc1ccccc1 | nt | nt | i | nt | nt
CC12CCC(=O)C=C1CCC1C2CCC2(C)C1CCC2(O)CC#N (stereo not drawn) | nt | nt | i | nt | nt
CC(=O)OC1CC(OC2C(O)CC(OC3C(O)CC(OC4CCC5(C)C(CCC6C5CC(O)C5(C)C(C7=CC(=O)OC7)CCC65O)C4)OC3C)OC2C)OC(C)C1OC1OC(CO)C(O)C(O)C1O (stereo not drawn) | nt | nt | i | nt | nt
COC(=O)C1=C(c2ccc(Cl)c(C(F)(F)F)c2)C[C@@H]2CC[C@H]1N2C(=O)NCCOc1ccccc1 | nt | nt | i | nt | nt
CC1=C(O)C(=O)C=C2C1=CC=C1C2(C)CCC2(C)C3CC(C)(C(=O)O)CCC3(C)CCC12C (stereo not drawn) | nt | nt | -10* | nt | nt
CCc1ccccc1NC(=O)CN1CCN(C(=O)COc2ccccc2C#N)CC1 | nt | nt | i | nt | nt
CC1=C2CCC3C(CCC4=CC(=O)CCC43C)C2CC1 (stereo not drawn) | nt | nt | i | nt | nt
CCCC1CCCCC12C(=O)NC(=O)NC2=O (stereo not drawn) | nt | nt | i | nt | nt
CCOc1ccc(-c2cc(C(=O)N3CCC4(CC3)OCCO4)c3ccccc3n2)cc1 | nt | nt | i | nt | nt
CC(OC(=O)c1cn(C)c2ccccc12)C(=O)N1CCCC1 (stereo not drawn) | nt | nt | i | nt | nt
CCC1(NS(=O)(=O)c2ccc(N)cc2)C(=O)N(C)C(=O)N(C)C1=O | nt | nt | i | nt | nt
COc1cccc(N2C(=O)NC(=O)/C(=C\c3ccc([N+](=O)[O-])s3)C2=O)c1 | nt | nt | i | nt | nt
C=CCC1(CCCCC)C(=O)NC(=S)NC1=O | nt | nt | i | nt | nt
CC(=O)C1C(N2CC2)CC2C3CCC4=CC(=O)CCC4(C)C3CCC21C (stereo not drawn) | nt | nt | i | nt | nt
O=C(NN=Cc1ccc(N(CCCl)CCCl)cc1)c1cc(=O)[nH]c(=O)[nH]1 | nt | nt | i | nt | nt
O=C(O)c1ccc([N+](=O)[O-])c([N+](=O)[O-])c1 | nt | nt | i | nt | nt
CC12CCC3C(CCC4(O)CC(O)CCC34C=NO)C1(O)CCC2C1=COC(=O)C1 (stereo not drawn) | nt | nt | i | nt | nt
CC1([N+](=O)[O-])COP(=O)(NCc2cccnc2)OC1 (stereo not drawn) | nt | nt | i | nt | nt
COc1cc2c(cc1OC)C1[C@H]3C(=CC[C@H]1OC2O)CCN3C (stereo partly drawn) | nt | nt | i | nt | nt
Cc1ccccc1NC(=O)Cc1nc(COC(=O)Cc2ccccc2)cs1 | nt | nt | i | nt | nt
COC(=O)C1=C(c2cccc3c2S(=O)(=O)c2ccccc2-3)C[C@@H]2CC[C@H]1N2C(=O)N1CCOCC1 | nt | nt | i | nt | nt
O=C1CC=C2C3CC4N(CCC45c4ccccc4N1C25)CC3=CCO (stereo not drawn) | nt | nt | i | nt | nt
ClCCOCOCCCl | nt | nt | i | nt | nt
COC(=O)C1=C(c2ccc(-c3ccccc3)c(F)c2)C[C@@H]2CC[C@H]1N2C(=O)NCCOc1ccc(OC)cc1 | nt | nt | i | nt | nt
CCn1nc(-c2cccs2)nc2c(=O)n(C)c(=O)nc1-2 | nt | nt | i | nt | nt
CN1/C(=C\C=C\C2=[N+](C)c3ccc4ccccc4c3C2(C)C)C(C)(C)c2ccccc21 | i | i | nt | i | i
O=C(C1CCCN(S(=O)(=O)c2cccc3nsnc23)C1)N1CCC2(CC1)OCCO2 (stereo not drawn) | i | i | nt | i | i

Compound activity from PubChem.
